# TPT1 inhibitor: C. albicans TPT1 enzyme inhibition; AID 1962; recombinant caTPT1, FP RNA substrate dephosphorylation; actives 0.81% (n = 300,000); inhibition, % at 5 µM;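 active means inhibition above the mean of all tested compounds plus 3 SD, set per screening campaign, cut at about 24% in these data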;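 further: plate controls were DMSO alone for no effect and ferristatin control at 100 nM for full effect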
# Yeast superoxide: caloric restriction mimetics inhibiting age-related superoxide in yeast. superoxide response (% of plate mean), % at 10 µM. actives 0.18% (n = 330,000). S. cerevisiae aged cells, superoxide DHE fluorescence; active compounds read low;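 active means superoxide response under a set limit, about three screen SD below normal, cut at about 65% in these data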;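 further: yeast aged for seven days with compound at 30 °C before DHE staining; 100% = average MFI of all compound-treated wells on the plate with controls excluded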
# ZTA counter: blocks Epstein-Barr virus ZTA, an EBNA-1 counter-screen; P03206; ZTA-DNA binding, fluorescence polarization; inhibition, % at 11 µM; actives 0.15% (n = 320,000); AID 2234; in the data active means inhibition above about 33%
# Fh CTSL1 inh: cathepsin L1 inhibition, PFM18AAP counter-screen. recombinant F. hepatica cathepsin L1, Z-Leu-Arg-MCA fluorescence. inhibition, % at 5.96 µM. actives 0.49% (n = 300,000). AID 1906;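 active means inhibition above the mean of all tested compounds plus 3 SD, set per screening campaign, cut at about 17% in these data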;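 further: 0% = plate median of test compound wells and 100% = 1 µM Z-Phe-Ala-diazomethylketone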
# HCV core dimer: blocks dimerization of HCV core protein. inhibition, % at 5 µM. TR-FRET GST/Flag-core106 dimerization, 1536-well. actives 0.33% (n = 300,000);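 active means inhibition above the mean of all tested compounds plus 3 SD, set per screening campaign, cut at about 45% in these data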
#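 Assay system: Tagged HCV core106 pair (GST and Flag) | Buffer or medium: KF-containing HEPES buffer, pH 7.45, DTT, CHAPS, BSA | Also added: Eu donor and XL665 acceptor anti-tag antibodies | Dosing: One concentration, 5 µM, in 0.5% DMSO | Timing: 4 h at 22.5 °C | Technique: TR-FRET 671 and 617 nm emission | Repeats: Singlicate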
# EBNA-1 inh: blocks EBNA-1 binding to DNA. actives 0.34% (n = 300,000). EBNA-1 DNA binding, fluorescence polarization. inhibition, % at 14.8 µM. AID 1950; in the data active means inhibition above about 28%
# PP5 inh: blocks human protein phosphatase 5 activity; purified PP5c, OMFP substrate fluorescence; inhibition, % at 6.7 µM; actives 0.18% (n = 320,000);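 active means inhibition above the campaign's mean inhibition across all tested compounds plus 3 SD, cut at about 9.5% in these data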;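 further: 0% = DMSO only and 100% = 100 µM cantharidin control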
# Target sequence (P53041 whole entry, looked up): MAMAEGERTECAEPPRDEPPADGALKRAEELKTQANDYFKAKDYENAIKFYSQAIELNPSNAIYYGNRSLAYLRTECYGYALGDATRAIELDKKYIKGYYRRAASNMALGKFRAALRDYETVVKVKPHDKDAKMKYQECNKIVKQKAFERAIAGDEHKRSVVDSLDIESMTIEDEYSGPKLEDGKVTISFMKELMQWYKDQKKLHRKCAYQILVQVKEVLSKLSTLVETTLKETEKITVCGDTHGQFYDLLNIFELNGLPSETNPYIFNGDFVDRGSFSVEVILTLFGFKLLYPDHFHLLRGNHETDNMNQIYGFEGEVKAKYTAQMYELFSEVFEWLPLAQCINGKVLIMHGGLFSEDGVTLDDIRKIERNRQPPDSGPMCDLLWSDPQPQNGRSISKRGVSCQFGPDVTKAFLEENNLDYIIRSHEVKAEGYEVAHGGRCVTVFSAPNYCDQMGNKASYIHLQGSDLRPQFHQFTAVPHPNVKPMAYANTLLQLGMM
# JMJD2C inh: inhibitors of human GASC-1 (JMJD2C) demethylase; inhibition, % at 2.35 µM; GST-JMJD2C(1-420) H3K9me3 demethylation, DELFIA europium; Q9H3R0; actives 0.069% (n = 330,000);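 active means more than half of a compound's replicate wells show inhibition beyond 50%, single wells judged on their own value; inconclusive means some, but no more than half, of replicates pass 50% inhibition; inactive means no replicate passes 50% inhibition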;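 further: signal counts dimethyl H3K9 product captured on neutravidin plate; 0% = median of DMSO wells and 100% = 0.3 times that DMSO median; strong numbers were not always called active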
# Target sequence (Q9H3R0 1-420 limits assumed): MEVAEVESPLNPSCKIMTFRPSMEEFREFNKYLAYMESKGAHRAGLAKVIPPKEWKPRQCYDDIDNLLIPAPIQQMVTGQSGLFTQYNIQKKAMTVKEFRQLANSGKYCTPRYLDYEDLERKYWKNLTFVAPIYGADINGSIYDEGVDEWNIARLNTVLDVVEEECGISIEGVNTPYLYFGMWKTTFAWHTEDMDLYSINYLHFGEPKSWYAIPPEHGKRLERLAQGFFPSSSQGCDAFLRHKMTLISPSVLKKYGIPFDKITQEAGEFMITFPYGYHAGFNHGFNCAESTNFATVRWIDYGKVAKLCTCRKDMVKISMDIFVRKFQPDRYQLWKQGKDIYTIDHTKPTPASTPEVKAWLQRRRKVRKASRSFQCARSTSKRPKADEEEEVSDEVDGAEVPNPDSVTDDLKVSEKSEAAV
# PP1 counter: counter-screen for PP5 inhibitors: inhibitors of human PP1-alpha; P62136; purified PP1alpha, OMFP fluorescence; inhibition, % at 6.7 µM; actives 0.9% (n = 320,000); AID 2235;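 active means inhibition above the mean inhibition of all tested compounds plus 3 SD, computed separately for each screening campaign, cut at about 15% in these data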
# The depositor's hits bear a star; i = inactive; u = inconclusive; x = no result given; & = joins results of further samples. This is a random part of the collection. About 3.1% of those tested had a hit in this group.
SMILES,TPT1 inhibitor,Yeast superoxide,ZTA counter,Fh CTSL1 inh,HCV core dimer,EBNA-1 inh,PP5 inh,JMJD2C inh,PP1 counter
Cc1ccc(C)c(NC(=O)CN(C)C(=O)/C=C/c2ccco2)c1,0.9,104.5,9.8,-0.5,-0.9,-4.1,-4.7,-12.6,0.3
COc1cccc(NC(=O)Cn2c3ccc(OC)cc3c3nc4n(c(=O)c32)CCS4)c1,-1.8,86.2,-2.3,-0.7,8.8,-8.0,1.6,-23.4,-1.4
C/C=C\C(=O)Nc1cccc(C2=NOC3(C2)C[C@@H](C(N)=O)N(C(=O)COc2ccc(Cl)cc2)C3)c1 (some centres undefined),0.5,110.6,4.6,0.7,-7.5,13.3,-0.6,5.6,1.8
CCOC(=O)C1(CCCc2ccccc2)CCN(C(=O)C2CCCO2)CC1 (centres undefined),2.4,112.3,3.5,-5.9,-1.1,-7.7,-0.2,3.6,-4.5
CCc1ccc(NC(=O)C(C)OC(=O)c2cc(=O)[nH]c3ccc(S(=O)(=O)Nc4ccc(F)cc4)cc23)cc1 (centres undefined),-2.0,86.3,5.7,0.2,24.9,10.1,-0.4,-2.2,0.7
CCCOC(=O)c1ccc(NC(=O)C(=O)NCC2CCCO2)cc1 (centres undefined),-2.8,102.8,5.7,0.6,4.9,2.0,0.7,0.8,-3.4
COc1cc(-c2nnc(NC(=O)c3ccco3)o2)cc(OC)c1OC,-1.9,92.0,0.9,2.0,-0.3,10.0,-0.1,-7.0,-1.9
C=CCn1c(SCn2nnc3ccccc3c2=O)nnc1-c1ccc(Br)cc1,0.8,73.6,10.1,-5.2,0.7,8.0,-2.1,72.8&3.3,1.4
COc1ccc(/C=C2\C(=O)c3ccccc3OC2c2ccccc2)cc1 (centres undefined),-3.4,87.9,9.9,0.0,2.9,7.0,0.4,-6.7,-0.3
Cc1nc2scc(-c3ccc(C(C)(C)C)cc3)c2c(=O)n1N,-2.6,93.3,16.1,-0.5,6.0,5.5,2.2,i,1.5
Cc1ccccc1Nc1ncnc2c1cnn2Cc1ccccc1,-1.7,92.8,14.1,1.2,3.3,6.8,-2.1,-1.3,-5.0
CC(/C=N/Nc1ncc(C)c(=O)[nH]1)=C\c1ccccc1,0.7,94.4,0.0,-0.8,-16.2,-7.4,4.9,-6.5,-6.2
O=C(NC1CCCCCC1)c1ccc(CS(=O)(=O)Cc2ccccc2F)o1,-1.9,119.4,5.6,-0.5,4.9,8.4,-0.4,0.1,-2.8
COc1ccc(-c2nc3c(c(=O)n(C)c(=O)n3C)n2CC2CC(c3ccccc3)=NO2)cc1OC (centres undefined),0.7,87.2,-16.6,-2.8,-3.0,2.8,1.8,-0.1,1.4
Cc1ccc2nc(-c3ccsc3)c(NC3CCCC3)n2c1,0.7,101.6,-5.2,-2.9,-1.8,0.8,-0.9,-9.6,0.2
CCOc1ccc(C(=O)CCC(=O)NNC(=O)c2ccccc2O)cc1,4.5,103.0,-6.3,-1.8,-2.8,-8.7,-0.9,6.8,-9.0
CCCc1nnc(NC(=O)CCC(=O)N2CCN(S(=O)(=O)c3ccc(F)cc3)CC2)s1,-1.6,93.5,-9.8,2.3,2.1,-3.7,2.6,-1.3,0.0
Cc1cc(C(=O)NNC(=O)c2ccc(NC(=O)CC#N)cc2)c(C)o1,x,105.1,1.1,x,x,x,0.6,2.5,-0.2
COc1ccc(OC)c(-c2cc(C3CCN(c4cc(Cl)nc(N)n4)CC3)[nH]n2)c1,-1.5,90.1,4.8,0.4,-0.1,-1.1,6.4,-7.2,5.9
O=C1NC(c2ccccc2)CCO1 (centres undefined),-2.0,98.7,8.2,-0.1,0.3,6.5,-1.0,i,-2.1

# Ordered by the number under JMJD2C inh (lowest first): some entries from above.
compound,JMJD2C inh
COc1ccc(OC)c(-c2cc(C3CCN(c4cc(Cl)nc(N)n4)CC3)[nH]n2)c1,-7.2
CC(/C=N/Nc1ncc(C)c(=O)[nH]1)=C\c1ccccc1,-6.5
CCOc1ccc(C(=O)CCC(=O)NNC(=O)c2ccccc2O)cc1,6.8

# (more compounds)
SMILES,TPT1 inhibitor,Yeast superoxide,ZTA counter,Fh CTSL1 inh,HCV core dimer,EBNA-1 inh,PP5 inh,JMJD2C inh,PP1 counter
COc1ccccc1NS(=O)(=O)c1cccc(NC(=O)Nc2ccc(Cl)cc2)c1,0.4,70.9,0.1,-2.0,6.3,10.5,6.8,2.6,6.4
O=C(NCc1ccccc1)c1ccc(CS(=O)(=O)Cc2ccccc2F)o1,2.6,97.1,1.1,-1.8,-1.0,-14.2,-1.9,2.8,0.3
C=CCn1c(-c2ccc(N)cc2)nc2ccccc21,-0.1,101.7,1.2,-0.6,2.9,1.4,1.3,1.7,-0.3
Cc1cc(C)cc(NC(=O)C2C3C=CC4(O3)C2C(=O)N(CCN2CCCCC2)C4C(=O)NC2CCCCC2)c1 (centres undefined),0.6,120.8,10.0,19.0*,3.7,-4.8,-0.1,11.0,0.4
Cc1ccc2c(c1)N(C(=O)CCC(=O)NC1CCCCCC1)CC(C)O2 (centres undefined),-3.4,85.7,-8.0,-2.0,12.2,-10.5,1.4,-4.0,-0.8
CCCN1C(=O)c2cc(C(=O)O)ccc2C1O (centres undefined),0.6,129.7,-1.6,-2.9,-12.7,-13.7,3.4,-3.2,1.7
C=CCn1c(COc2ccccc2F)nnc1SCC(=O)Nc1cc2oc3ccccc3c2cc1OC,6.8,125.6,1.6,0.4,4.2,-13.8,4.9,-9.6,2.9
N#CC1=C(N)OC2=C(C(=O)CCC2)C1c1ccc2c(c1)OCO2 (centres undefined),-2.3,89.4,-2.0,3.2,5.3,6.1,1.8,6.4,-1.9
N#CC(C(=S)Nc1ccccc1)c1nc2ccccc2[nH]1 (centres undefined),2.3,100.2,3.2,0.2,-4.5,-6.0,3.4,3.8,-5.8
CCOC(=O)c1ccc(N2C(=O)CC(C)(CC)CC2=O)cc1,-0.1,107.3,-1.6,0.1,-0.9,6.5,-0.9,-21.8,-1.0
Cc1ccc(NC(=O)CC2SCCNC2=O)cc1Cl (centres undefined),-0.3,93.8,-27.4,-1.5,-9.1,-3.8,0.4,18.0,2.0
Cc1ccccc1OCC(=O)OCC(=O)Nc1cc(S(=O)(=O)N2CCCCC2)ccc1Cl,2.4,87.9,5.5,-4.4,7.4,-8.7,3.8,2.9,-0.8
CCNC(=O)CC1SC(=Nc2ccc(C)c([N+](=O)[O-])c2)N(C)C1=O (centres undefined),1.1,108.9,-4.7,-3.5,-2.6,-1.4,1.8,0.4,-1.8
NNC(=O)c1ccc(COCC(F)(F)C(F)F)cc1,-0.2,103.9,16.2,5.5,4.1,-3.9,2.6,-4.2,-2.1
COc1cccc(-c2cc(C(=O)N3CCCCCC3)no2)c1,-0.3,108.6,-14.2,-4.7,2.9,9.1,2.8,9.3,3.3
COc1ccccc1CN1Cc2cccc3c2[C@@H](CC1=O)[C@H](O)[C@H](O)C3,x,99.3,-14.4,x,x,x,-2.1,2.3,0.3
COC(=O)C1=C(O)/C(=C\c2ccc(OCC(=O)Nc3ccc(OC)cc3)cc2)N=C1C,1.8,88.0,-2.1,0.6,-9.3,5.0,-0.4,u,-2.8
Cc1ccc(S(=O)(=O)N(C)C)cc1NC(=O)CN1C(=O)NC(Cc2ccccc2)C1=O (centres undefined),-3.0,81.5,5.1,3.0,-2.7,6.8,0.4,-7.9,-2.0
O=C(Nc1ccc2c(c1)OCO2)c1cccc(F)c1,-1.7,135.6,-1.3,0.2,-6.3,6.4,0.2,-6.4,-3.6
Fc1cccc(Cl)c1CSc1ccc(-c2ccco2)nn1,5.0,99.1,-9.1,-4.4,19.9,-13.6,2.9,5.2,-2.1

# Overlap with the part before: two entries; new compounds follow.
SMILES,TPT1 inhibitor,Yeast superoxide,ZTA counter,Fh CTSL1 inh,HCV core dimer,EBNA-1 inh,PP5 inh,JMJD2C inh,PP1 counter
O=C(Nc1ccc2c(c1)OCO2)c1cccc(F)c1,-1.7,135.6,-1.3,0.2,-6.3,6.4,0.2,-6.4,-3.6
Fc1cccc(Cl)c1CSc1ccc(-c2ccco2)nn1,5.0,99.1,-9.1,-4.4,19.9,-13.6,2.9,5.2,-2.1
CCCc1cc(=O)[nH]c(SC/C=C/c2ccccc2)n1,4.6,95.9,-6.5,2.2,0.4,-13.4,2.1,0.1,-6.0
CCOC(=O)c1cnc2c(ccc3ccccc32)c1NCCN(C)C,-0.4,92.4,4.5,3.8,3.1,-1.2,-0.9,42.9,2.5
CC(C)NC(=O)NC(=O)CSc1ccccc1F,0.4,106.6,-8.9,-3.2,-4.4,3.9,2.5,1.8,1.1
COc1ccc(-c2ccc(CCC(=O)O)n2NC(=O)c2ccc(O)cc2)cc1,-2.9,140.8,-0.5,2.4,9.7,11.9,1.9,0.5,2.3
Cc1nc(SCc2ccccc2)c(C(F)(F)F)c(=O)[nH]1,3.3,114.0,-11.8,1.0,9.8,-14.3,1.2,5.7,-3.8
CC(C)c1ccc(NC(=S)NC2CCN(Cc3ccccc3)CC2)cc1,-3.6,109.1,5.5,-1.3,0.8,-3.6,4.8,6.4,0.3
O=C(Nc1nnc2n1CCS2)c1ccc(Br)o1,0.1,96.7,16.2,3.9,-2.8,-0.3,-1.3,1.4,5.1
NC(=O)CC(NC(=O)Cc1ccc(Br)cc1)c1ccc(NCCN2CCCCC2)c([N+](=O)[O-])c1 (centres undefined),-0.9,105.8,10.3,3.0,4.6,7.7,0.2,8.9,1.6
Cc1[nH]c2ccc(F)cc2c1CCN1C(=O)OC(C)(C)C1(C)O (centres undefined),-2.0,96.4,-0.2,-0.7,4.8,-7.5,-1.7,1.2,3.2
O=C(CN1CCSCC1)N/N=C/c1ccc(F)cc1,-1.2,100.6,6.5,-5.7,-1.5,10.8,1.0,12.8,2.4
O=C1Nc2ccccc2O/C1=C\c1ccccc1Br,-2.5,102.1,1.8,-0.1,11.3,9.4,3.4,-4.7,3.0
C=CCN(c1ccccc1)S(=O)(=O)c1ccc(Cl)c(C(=O)OCC(=O)N(C)C2CCS(=O)(=O)C2)c1 (centres undefined),-2.6,110.9,11.0,3.2,-3.5,-0.3,0.1,-2.4,-0.5
Cn1cc([N+](=O)[O-])c(C(=O)N(Cc2ccccc2)Cc2ccccc2)n1,-0.9,100.8,-6.3,3.1,-9.5,11.8,1.2,13.2,-1.7
CCOC(=O)C1=C(CC)Nc2ccccc2N=C1NC(=O)c1ccc(OC)c(S(=O)(=O)N2CCCCC2C)c1 (centres undefined),-1.5,101.7,3.8,-0.5,2.1,12.2,-1.6,-16.5,1.1
O=C(N1CCCCCC1)N1CCN(C(=O)N2CCCCC2)CC1,-2.0,104.7,-1.3,3.2,-7.2,-5.6,1.8,3.2,-0.5
COc1ccc(C[C@](C)(N)C(=O)O)cc1OC,-3.0,94.5,1.1,-3.2,9.4,2.0,0.0,x,1.9
Cc1ccc(NC(=O)C2CCCN2C(=O)NC2CCCCC2)c(C)c1 (centres undefined),1.9,94.3,9.8,0.9,1.0,16.9,-1.8,2.1,-3.5
CC(=O)NS(=O)(=O)c1ccc(NC(=O)CC(C)c2ccccc2)cc1 (centres undefined),-3.8,119.7,-20.3,-2.0,-8.7,-10.2,0.3,-20.1,1.4
Cc1nc2nc(-c3cccnc3)[nH]n2c(=O)c1Cc1ccccc1,-2.1,101.9,-12.6,5.5,-12.9,-7.6,-0.2,-2.5,-14.3
CS(=O)(=O)N1CCN(Cc2ccc(C(F)(F)F)cc2)CC1,-3.2,96.0,-0.3,-5.2,-2.3,-5.1,3.5,-74.2,-0.6

# Screening data: PubChem, several laboratories
